# High-throughput results as filed in PubChem.
# DAX1 inh-1 = DAX1 (NR0B1) inhibition, primary screen | HEK293T StAR-luciferase reporter, SF-1/DAX-1 repression relief | inhibition, % at 6.8 µM | hit rate 1.1% among 370,000 | AID 652010;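 active = inhibition above the mean over all tested compounds plus 3 SD, cut at about 3.6% in these data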;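 note: 0% = DAX-1 cells with DMSO and 100% = cells lacking DAX-1 with DMSO; higher inhibition means more luminescence from relief of DAX-1 repression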
# hgDAF12 agonist = activates the H. glycines DAF-12 receptor ligand-binding domain; hit rate 1.8% among 370,000; HEK293 GAL4-hgDAF12 UAS-luciferase reporter, agonist luminescence; normalized to butyrate control; activation, % at 6.8 µM;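 active = activation above a cutoff set at the mean of all screened compounds plus 3 SD, cut at about 10% in these data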;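 note: 0% = DMSO wells and 100% = sodium butyrate wells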
# Rev-erbA mod = modulates human Rev-erb alpha binding to DNA; P20393; activity, % at 10 µM; hit rate 0.79% among 370,000; Rev-erbα–FITC-DNA binding, fluorescence polarization, 90 min;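 active = activity above about 14%, limit read from the data; passing the limit was not always enough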;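 note: 0% = DMSO wells with 35 nM protein and 100% = DMSO wells with 750 nM protein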
# Target sequence (P20393 whole entry, looked up): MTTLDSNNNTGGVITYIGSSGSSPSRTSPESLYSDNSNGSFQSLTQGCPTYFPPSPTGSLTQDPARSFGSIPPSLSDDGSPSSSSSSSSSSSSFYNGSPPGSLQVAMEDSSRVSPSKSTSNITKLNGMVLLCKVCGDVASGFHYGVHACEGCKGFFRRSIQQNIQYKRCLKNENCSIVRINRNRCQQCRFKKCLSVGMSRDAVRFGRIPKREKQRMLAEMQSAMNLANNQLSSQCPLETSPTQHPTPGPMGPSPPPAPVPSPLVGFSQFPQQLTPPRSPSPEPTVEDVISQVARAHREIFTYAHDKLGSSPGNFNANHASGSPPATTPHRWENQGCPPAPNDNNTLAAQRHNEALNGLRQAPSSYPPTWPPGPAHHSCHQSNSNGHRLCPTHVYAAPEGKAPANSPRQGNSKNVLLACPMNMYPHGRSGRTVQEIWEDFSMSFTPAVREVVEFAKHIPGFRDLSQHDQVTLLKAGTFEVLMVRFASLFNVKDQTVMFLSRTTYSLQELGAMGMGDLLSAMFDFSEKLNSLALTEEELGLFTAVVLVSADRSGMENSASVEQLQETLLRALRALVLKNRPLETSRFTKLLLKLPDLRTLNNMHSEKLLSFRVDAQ
# ssDAF-12 act = activates DAF-12 receptor from parasite S. stercoralis | HEK293 ssDAF-12/GRIP1 lit1-tk-luc reporter, luminescence; % of 3 µM dafachronic acid response | activation, % at 6.8 µM | hit rate 1% among 370,000;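 active = activation above the mean over all tested compounds plus 3 SD, cut at about 0.9% in these data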;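 note: 0% = DMSO-only wells and 100% = 3 µM delta7-dafachronic acid wells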
# GAA850 FXN act = activators of GAA850 frataxin (FXN) promoter | hit rate 0.56% among 360,000 | HEK293 lucGAA850 FXN promoter luciferase reporter, 24 h; percent of 10 µM SAHA response | AID 540364 | activation, % at 6 µM;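 active = activation above the average of all compounds screened plus 3 SD, cutoff fixed separately per campaign, cut at about 7.5% in these data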;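 note: 0% = DMSO wells and 100% = 10 µM SAHA wells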
# hcDAF-12 act = activates DAF-12 receptor from parasite H. contortus. hit rate 1.4% among 370,000. HEK293 hcDAF-12 lit1-tk-luc reporter, luminescence; 0% DMSO, 100% Δ7-dafachronic acid. AID 652067. activation, % at 6.8 µM;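 active = activation above the mean of all tested compounds plus 3 SD, cut at about 5.5% in these data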;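 note: 100% = response to 3 µM Δ7-dafachronic acid high control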
# DAX1 inh-2 = inhibitors of human orphan nuclear receptor DAX1 (NR0B1); hit rate 0.99% among 340,000; inhibition, % at 6.75 µM; P51843; AID 504766; HEK293 Gal4-DAX1 luciferase reporter, luminescence;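 active = inhibition above the mean over all tested compounds plus 3 SD, cut at about 4.2% in these data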;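 note: 0% = DAX1-transfected cells with DMSO and 100% = empty-vector control cells with DMSO; inhibition shows as a rise in luminescence from relieved DAX1 repression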
# Target sequence (P51843 207-470 limits assumed): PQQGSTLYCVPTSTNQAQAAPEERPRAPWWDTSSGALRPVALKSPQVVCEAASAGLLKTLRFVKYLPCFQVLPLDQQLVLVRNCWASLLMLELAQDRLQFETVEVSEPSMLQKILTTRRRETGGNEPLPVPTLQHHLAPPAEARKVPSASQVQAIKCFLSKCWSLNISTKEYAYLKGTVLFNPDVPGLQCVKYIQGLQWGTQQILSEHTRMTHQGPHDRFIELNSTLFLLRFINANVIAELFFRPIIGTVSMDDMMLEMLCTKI
# SMARCA2 act = activators of SMARCA2 function; MG213 cells, MMTV-luciferase reporter, dexamethasone, overnight; activation, % at 9.1 µM; hit rate 1% among 370,000; AID 652017; in the data active = activation above about 7.8%;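 note: 0% = vehicle wells and 100% = reference activator wells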
# PLC-beta3 inh = blocks human PLC-beta3 enzyme activity; Purified PLC-beta3, fluorogenic substrate, fluorescence; AID 720704; Q01970; hit rate 0.18% among 370,000; inhibition, % at 12.2 µM; in the data active = inhibition above about 11%;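 note: 0% = median of compound wells on plate and 100% = full blocker control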
# sPLA2-III inh = Inhibits HGIII-sPLA2 liposome hydrolysis, primary screen | QFRET BODIPY PC-A2 liposome hydrolysis, fluorescence | inhibition, % at 12.2 µM | hit rate 0.56% among 370,000;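 active = inhibition above mean plus 3 SD of compounds lying within the high and low control bounds, cut at about 19% in these data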;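 note: 0% = median of test compound wells and 100% = no enzyme DMSO wells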
# PG9 Ab binder = PG9 antibody binding by small molecule. hit rate 0.43% among 360,000. AID 624416. TR-FRET gp120-PG9 antibody binding. inhibition, % at 6.7 µM; in the data active = inhibition above about 8.5%
# * hit, by the source's call; i = inactive; · = no result given.
compound	DAX1 inh-2	hcDAF-12 act	PG9 Ab binder	DAX1 inh-1	Rev-erbA mod	PLC-beta3 inh	hgDAF12 agonist	sPLA2-III inh	SMARCA2 act	ssDAF-12 act	GAA850 FXN act
S=c1[nH]nc(-c2ccncc2)n1/N=C/c1cccc(Cl)c1	·	0.2	1.1	0.3	3	-4	1.2	2	-4	-1.2	1.1
Cc1[nH]n(-c2ccccc2)c(=O)c1Sc1ccc(Cl)cc1	0.5	-0.3	-0.3	0.1	-6	0	0.1	2	0	-1.1	-2.0
COc1ccc(C(=O)Nc2nc(-c3ccc(OC)cc3)c(-c3ccc([N+](=O)[O-])cc3)s2)cc1	-0.6	-1.5	0.3	-0.2	-1	-1	0.9	0	-2	-0.7	0.7
COc1cc(NS(=O)(=O)c2ccc(NC(=O)c3ccco3)cc2)nc(OC)n1	0.3	-2.0	1.1	0.0	0	2	4.9	8	-4	-1.1	-0.4
COC(=O)c1ccc(Cl)c(NC(C)=O)c1	1.5	-0.4	-2.6	0.0	2	-2	-1.3	2	-5	-0.2	2.3
CSC[C@H]1CN(Cc2cccnc2)C(=O)[C@@H]1CC(=O)Nc1ccc(Br)cc1	-0.1	-1.4	0.1	-0.6	1	1	-0.8	0	-3	-1.6	0.6
CCOC(=O)C1=CN(Cc2cccc(F)c2)S(=O)(=O)N(CC)C1c1ccc2ccccc2c1 (stereo not drawn)	0.6	-0.6	0.3	-0.1	1	2	-1.2	5	1	-0.8	-0.3
c1ccc(-c2ccc(SCc3cccnc3)nn2)nc1	0.9	-0.2	-0.5	2.8	-2	-3	4.7	3	6	-1.4	4.5
Cc1ccc(Nc2nnc(SCC(=O)NCC3CCCO3)s2)cc1 (stereo not drawn)	0.5	-0.1	-0.3	0.8	-7	-5	2.0	-2	-1	-1.3	0.5
COc1ccc(-c2sc(Nc3ccccc3)n[n+]2-c2ccccc2)cc1Br	-0.3	-1.4	-2.8	0.0	1	-1	2.6	-9	1	-0.8	2.3
O=C(CN(Cc1cccs1)C(=O)CNC(=O)c1ccco1)NC1CCCCC1	-0.3	-1.4	-1.8	-0.2	-3	0	1.9	-3	3	-1.6	-1.1
Cc1ccc(S(=O)(=O)NC(CC(=O)O)c2ccccc2)cc1 (stereo not drawn)	-0.2	-1.0	-1.2	0.0	5	2	-3.5	9	-3	-1.5	-2.6
CCN(CC(=O)N1CCCC1)S(=O)(=O)c1ccccc1	0.9	0.3	2.3	0.1	3	-5	0.1	8	-4	-1.3	0.8
CC1(C)CC(=O)C=C(c2ccc3ncccc3c2)C1	-0.6	-1.8	1.4	-1.2	-6	2	2.9	7	1	-1.3	-0.2
C[C@]12c3[nH]c4ccc(Cl)cc4c3CCN1C(=O)[C@@H](CC(=O)NCCCn1ccnc1)C[C@@H]2C(=O)N1CCOCC1	-1.0	-1.9	-1.4	1.6	-8	4	2.2	4	-3	-1.0	-1.0
O=C(O)CC1=C(Nc2ccccc2)C(=O)N(c2ccccc2)C1c1ccc(F)cc1 (stereo not drawn)	0.3	2.8	0.6	1.7	1	-10	18*	-5	1	-0.8	0.1
CCC1CCc2sc(C(=O)NCC3CCCO3)cc2C1 (stereo not drawn)	3.3	0.7	-0.2	10*	0	-1	11*	0	7.9*	-0.2	2.8
CC1CCCN(CCCN2C(=O)C3C(C(=O)Nc4cccc(Cl)c4)C4C=CC3(O4)C2C(=O)NC2CCCCC2)C1 (stereo not drawn)	-0.5	-0.7	1.1	0.0	-2	-5	-0.5	-4	4	-0.7	2.4
CCC(=O)Nc1ccc(/C(C)=N\NS(=O)(=O)c2ccc(C)cc2)cc1	-0.8	-0.6	0.4	-0.3	5	0	-0.1	-1	1	-1.1	-1.1
COc1cccc(C(=O)NC(C)c2cccc3ccccc23)c1OC (stereo not drawn)	0.5	-0.5	0.4	-0.7	0	-5	-0.8	-7	-1	-1.6	-0.6
Cc1ccc(N2C(=O)CCC2(C(N)=O)c2ccccc2)cc1 (stereo not drawn)	0.4	-0.4	0.3	0.3	2	-5	1.1	-2	1	-1.1	-0.2
COc1cc(OC)cc(C(=O)NCC(C)NC(=O)c2cc(OC)cc(OC)c2)c1 (stereo not drawn)	0.2	-2.6	-0.1	-0.5	-3	-9	-0.4	-7	0	-0.5	-0.6
Cc1ccc(Cn2nnc3c(=O)[nH]c(C4CCCN(C(=O)Nc5ccc(F)cc5)C4)nc32)cc1 (stereo not drawn)	1.4	0.4	-1.1	-0.5	3	5	-0.3	-1	-2	-1.0	-3.9
COc1ccc(OC)c2sc(N(CCN(C)C)C(=O)c3cc(Cl)sc3Cl)nc12	0.4	0.5	-1.3	1.1	-2	-2	-1.6	3	-3	-0.2	1.1
Nc1ccc2nc(N)sc2c1	2.6	0.0	-6.3	0.6	1	2	5.8	3	-2	-1.0	1.1

# Taken from the entries so far (two entries):
compound	DAX1 inh-2	hcDAF-12 act	PG9 Ab binder	DAX1 inh-1	Rev-erbA mod	PLC-beta3 inh	hgDAF12 agonist	sPLA2-III inh	SMARCA2 act	ssDAF-12 act	GAA850 FXN act
COc1ccc(OC)c2sc(N(CCN(C)C)C(=O)c3cc(Cl)sc3Cl)nc12	0.4	0.5	-1.3	1.1	-2	-2	-1.6	3	-3	-0.2	1.1
Nc1ccc2nc(N)sc2c1	2.6	0.0	-6.3	0.6	1	2	5.8	3	-2	-1.0	1.1

# The list continues:
compound	DAX1 inh-2	hcDAF-12 act	PG9 Ab binder	DAX1 inh-1	Rev-erbA mod	PLC-beta3 inh	hgDAF12 agonist	sPLA2-III inh	SMARCA2 act	ssDAF-12 act	GAA850 FXN act
Cc1ccc(NC(=O)C(=O)NCCCN2CCCC2=O)c(C)c1	1.1	0.9	0.0	3.4	2	-2	4.7	1	0	-0.8	1.6
O=[N+]([O-])c1cccc(C([O-])=C(C(=S)Nc2cccc3ccccc23)[n+]2ccccc2)c1	-0.5	3.4	1.3	-1.1	5	-31	1.1	3	1	-0.3	-1.1
CCN1C(=O)c2ccccc2S(=O)c2ccc(C(=O)N3CCOCC3)cc21 (stereo not drawn)	-1.0	-1.7	1.5	1.5	-4	-5	-0.7	2	-2	-1.4	1.5
Cc1c(C)c2c(OCC(=O)N[C@@H](C(=O)O)c3ccccc3)cc3c(c2oc1=O)CCC(C)(C)O3	0.6	-2.1	1.3	0.6	4	i	-0.8	-1	1	-1.1	1.4
Cc1cccc(N=C2SC(C)CN2C(=O)CN2C(=O)NC3(CCCC3)C2=O)c1 (stereo not drawn)	-0.5	-0.6	0.1	0.1	-4	-8	-0.3	5	-2	-1.1	1.8
Nc1nc(N2C(=O)C3CC=CCC3C2=O)nn1-c1ccccc1 (stereo not drawn)	0.6	-1.0	1.3	1.6	-7	0	0.0	0	0	-1.1	-2.3
COc1cc(OC)c2c(-c3ccccc3)cc(=O)oc2c1C(CCN1CCCC(C)C1)c1ccc(N(C)C)cc1 (stereo not drawn)	0.8	0.8	-2.8	0.1	-1	-2	-2.9	-8	0	-1.0	-4.0
Cn1c(CSc2nc3ccccc3s2)nc2ccccc21	0.5	3.0	-1.4	1.7	-4	-8	6.2	-10	5	0.0	2.9
CCCCN(CCCC)S(=O)(=O)c1ccc2oc(C(=O)N3CCOCC3)c(C)c2c1	-1.4	-1.6	-2.1	-0.6	-6	1	-3.1	-12	-3	-1.5	-1.2
O=C(NCC(c1cccs1)N1CCOCC1)c1cc2ccccc2o1 (stereo not drawn)	2.1	-0.7	-1.9	0.6	0	-1	1.6	0	1	-1.5	0.3
COc1cccc(C(C(=O)NC(C)(C)C)N(CC(C)C)C(=O)CCC(=O)Nc2cc(C)on2)c1OC (stereo not drawn)	-0.3	-0.3	-0.4	-0.9	-6	5	-5.5	-1	-2	0.6	-0.7
O=C(NC1CCCCC1)N(Cc1ccccc1)Cc1ccco1	0.8	-1.5	-1.0	-0.4	-2	4	-1.8	-12	-4	-1.1	0.6
CCn1c(NCc2ccccn2)nc2c1c(=O)n(C)c(=O)n2C	-1.2	0.7	0.2	-0.1	3	-1	-2.1	2	-1	-1.1	2.5
COc1ccc(C(=O)CSc2n[nH]c(-c3ccncc3)n2)cc1[N+](=O)[O-]	2.1	-1.2	0.6	0.0	1	-3	-0.6	-4	-2	-0.6	4.8
CC(O)(c1cccc(F)c1)c1nc(/C=C/c2ccccc2)cs1 (stereo not drawn)	·	-2.4	-2.5	0.2	-1	0	-1.8	-22	-2	-1.3	1.3
Cc1ccc2c(CN3CCOCC3)cc(=O)oc2c1C	0.2	-0.1	-1.7	0.7	1	-5	2.9	3	0	-1.6	1.5
COc1cccc(-c2cnc3c(NC=O)cc(-c4ccoc4)cn23)c1	·	1.1	-1.9	-0.6	-8	-55	-1.1	-2	-2	-1.4	1.7
CC1(Oc2ccc(Cl)cc2)CCN(Cc2csc3ccccc23)C1 (stereo not drawn)	·	-0.2	-0.2	-0.4	-2	-2	-2.0	2	-2	-0.6	-1.0
CCNc1nnc(CCn2nc(C)c(Br)c2C)s1	-0.3	-0.3	-0.9	1.1	-3	7	2.1	7	-6	-1.5	2.7
COc1ccc(Br)cc1CNC(=O)Cn1nc(C)n2cccc2c1=O	0.1	0.6	-0.9	1.3	4	1	-0.4	7	4	-1.1	-0.6
CC(C)[C@H](NC(=O)C1CCN(C(=O)[C@@H]2CCCN2)CC1)C(=O)NCc1ccc(F)cc1	-0.4	0.9	-0.9	1.2	3	5	-0.4	0	0	-1.8	-1.2
COC(=O)[C@]12C[C@H](CC(=O)NCc3cccc(C(F)(F)F)c3)C(=O)N(CCc3ccc(OC)c(OC)c3)C1=C[C@H](C(C)C)O[C@@H]2C1CC1	·	-3.5	·	-1.2	2	1	0.2	-4	-3	-1.5	·
Cc1ccn2nc(C(=O)OCC(=O)N(CC(C)C)C3CCS(=O)(=O)C3)nc2n1 (stereo not drawn)	0.5	-0.1	0.9	1.7	-1	-1	0.3	6	-2	-1.8	3.9
CCOC(=O)c1cc2c(ccn2-c2ccc(F)cc2)n1CC(=O)N(CC)CC	1.4	-2.2	-3.0	-1.3	2	-96	-1.7	-30	2	-2.0	0.1
O=C(Nc1ccc2c(c1)OCCO2)c1cccc2nc3ccccc3nc12	0.3	-1.9	-3.3	-1.0	-31	6	3.3	6	3	-1.8	0.3

compound	DAX1 inh-2	hcDAF-12 act	PG9 Ab binder	DAX1 inh-1	Rev-erbA mod	PLC-beta3 inh	hgDAF12 agonist	sPLA2-III inh	SMARCA2 act	ssDAF-12 act	GAA850 FXN act
CCN(C(=O)COC(=O)c1nc2nc(C)cc(C)n2n1)C1CCCCC1	-0.2	0.9	-0.3	1.4	-8	-4	3.2	1	-2	-0.6	-0.2
COc1ccccc1N1CCN(S(=O)(=O)c2ccc(Cl)cc2)CC1	0.5	-2.6	-2.5	-0.4	-1	5	0.1	11	-4	-1.2	1.3
CC[C@H]1O[C@H](C)CC2=C1C(=O)OC(C)(C)O2	·	-1.7	-1.1	0.5	-3	0	3.2	7	-2	-1.7	·
O=C(CCCN1C(=O)/C(=C\c2cccs2)SC1=S)Nc1ccc(O)cc1	-1.6	-3.0	2.0	0.0	4	-5	-0.5	-22	-3	-1.4	-4.0
COn1c(-c2ccccc2)nc2ncccc21	0.0	-0.8	1.1	-0.2	-4	-11	1.5	0	-1	-1.1	3.0
